# RAD54 branch = RAD54 (human) branch migration inhibition; Q92698; RAD54 Holliday junction branch migration, FAM/BHQ fluorescence; inhibition, % at 10.4 µM; 360,000 compounds, 0.14% hits;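 active = mean normalized replicate activity at least 40 and at least half of replicates scoring 40 or more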;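 also: 0% = median of neutral control wells and 100% = median of positive control wells; inhibitors cause a drop in the FAM fluorescence signal; in these data hits start at about 50%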
# ERAP1 inh = inhibitors of human ERAP1 aminopeptidase; Q9NZ08; recombinant ERAP1, Leu-AMC fluorescence, 60 min; inhibition, % at 10.7 µM; 340,000 compounds, 0.15% hits; AID 652197;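 active = mean replicate inhibition of at least 30%, or all replicates individually reaching that 30% level; inactive = mean below 30% and not every replicate reaching it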;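 also: 0% = neutral control wells and 100% = L-leucinethiol positive control wells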
# PglD inh = PglD (C. jejuni) enzyme inhibition. purified PglD enzyme, DTNB colorimetric CoA detection. inhibition, % at 12.5 µM. 360,000 compounds, 0.098% hits; in the data active = inhibition above about 16%, passing the limit was not always enough; also: strong numbers were not always called active
# Cneo AK release = Cryptococcus neoformans lysis via adenylate kinase release. lysis activity, % at 15 µM. 360,000 compounds, 0.2% hits. AID 651654. C. neoformans lysis, adenylate kinase release luminescence, 4 h; normalised: neutral wells 0, clomiphene wells 100;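 active = mean lysis activity across replicates of at least 80%, whatever share of replicates individually reach that level; inactive = mean lysis activity below 80%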
#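 Assay system: C. neoformans cells. Amount: yeast cell density of 5 × 10^6 cells/mL. Technique: AK luminescence. Buffer or medium: YPD. Times: static 4 h at 37 °C with compound, 1 h detection. Dosing: single-point compound dose. Read-out: lysis from increased AK signal.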
# miR-122 sensor = miR-122 inhibition in Huh7 cells; 340,000 compounds, 0.3% hits; Huh7 miR-122 Renilla luciferase sensor, 48 h; neutral wells = 0, positive control = 100; AID 602342; activation (reporter increase), % at 12.5 µM;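 active = mean replicate activation score at least 90 and every replicate individually at or above 90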;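 also: higher luciferase means less miR-122 activity so hits act as miR-122 inhibitors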
# PGC1a acetyl inh = modulators of PGC1a acetylation | U2OS PGC1a acetylation, AlphaScreen anti-acetyl-lysine; with virally co-expressed GCN5 acetyltransferase | inhibition, % at 15.6 µM | 350,000 compounds, 0.17% hits;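 active = every replicate shows inhibition of at least 40%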;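 also: 0% = neutral control wells and 100% = positive control wells; some results beyond the cut were filed as inactive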
# E-selectin induc = induces E-selectin expression in human endothelial cells; HUVEC E-selectin immunofluorescence imaging; normalized: neutral wells 0, TNF-alpha wells 100; activation, % at 7.58 µM; 260,000 compounds, 0.37% hits; AID 686992;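 active = mean E-selectin-positive cell signal at least 10% of the positive control, reached in at least 60% of replicates, without over 20% cell loss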;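 also: in these data hits start at about 27%; measured in HUVEC primary endothelial cells; signal is the percent of cells scored E-selectin positive by PE staining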
# Target sequence (P16581 whole entry, looked up): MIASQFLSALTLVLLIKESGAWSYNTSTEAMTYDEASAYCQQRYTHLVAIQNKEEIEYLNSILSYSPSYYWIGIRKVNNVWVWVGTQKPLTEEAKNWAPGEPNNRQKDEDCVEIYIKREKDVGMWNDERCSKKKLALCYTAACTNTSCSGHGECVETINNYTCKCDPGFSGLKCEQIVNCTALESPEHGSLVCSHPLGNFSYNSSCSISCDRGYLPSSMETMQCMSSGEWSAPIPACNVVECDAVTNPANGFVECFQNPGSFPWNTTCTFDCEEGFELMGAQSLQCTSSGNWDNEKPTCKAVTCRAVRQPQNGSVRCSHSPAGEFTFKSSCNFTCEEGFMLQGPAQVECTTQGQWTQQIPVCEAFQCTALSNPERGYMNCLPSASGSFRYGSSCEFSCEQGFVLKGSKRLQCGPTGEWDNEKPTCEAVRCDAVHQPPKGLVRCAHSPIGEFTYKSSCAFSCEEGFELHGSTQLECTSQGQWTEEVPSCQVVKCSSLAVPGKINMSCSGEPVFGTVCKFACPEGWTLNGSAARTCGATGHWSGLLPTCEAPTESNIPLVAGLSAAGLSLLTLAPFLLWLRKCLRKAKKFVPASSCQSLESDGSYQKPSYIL
#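 Read-out: % PE-positive cells | Test system: HUVEC | Doses: One compound dose added by pin transfer | Buffer or medium: EGM-2 over gelatin coat | Signal: Immunofluorescence imaging | Benchmarks: TNF-alpha, DMSO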
# RAD52 inh = inhibitors of human RAD52 DNA annealing; P43351; recombinant RAD52 DNA annealing, FRET fluorescence; inhibition, % at 18.7 µM; 360,000 compounds, 0.46% hits;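 active = every replicate showing at least 50% inhibition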
# * = called active by the depositor; x = not tested or not shown; [ ] = dose if it differs, or a comment.
(1) COc1ccc(S(=O)(=O)c2ccccc2)cc1NC(=O)c1c(F)cccc1F
(2) O=C(c1ccc(Br)o1)N1CCN(C23CC4CC(CC(C4)C2)C3)CC1
(3) CCc1c(C)sc(NC(=O)C2CC(c3c(F)cccc3Cl)=NO2)c1C#N (stereo not given)
(4) O=C(NC1CCCCC1)N1CC(=O)N2[C@H](CO)[C@@H](c3ccc(-c4cccnc4)cc3)[C@H]2C1
(5) CNC[C@@H]1Oc2ccc(NC(=O)c3ccncc3)cc2C(=O)N([C@@H](C)CO)C[C@H]1C
(6) CC(=O)c1cn(CC(=O)Nc2cccc(C)c2C)c2ccccc12
(7) Cc1ccccc1N=C/C=C1/C=C(c2ccccc2)OC(C)(C)O1
(8) CC1(C(=O)Nc2cccc(C#N)c2)CCN1C(=O)C1(c2ccccc2)CC1 (stereo not given)
assay / compound,1,2,3,4,5,6,7,8
PglD inh,-6,-1,1,x,4,-3,0,-3
ERAP1 inh,-10,-1,2,-2,1,6,-3,-3
PGC1a acetyl inh,-10,x,4,-2,3,0,-2,x
RAD54 branch,-10,8,-2,x,0,2,-2,-4
RAD52 inh,-14,0,-14,-6,8,-6,-14,-1
Cneo AK release,-2,-1,0,x,-1,1,1,-1
miR-122 sensor,13,x,4,x,-5[16.7 µM],-3,x,-2
E-selectin induc,0.1,1.1,-0.1,-0.4,-0.2,-0.1,x,-0.2

(9) COc1cc(/C=C/C(=O)OC2CC3CCC2(C)C3(C)C)ccc1O (stereo not given)
(10) CCc1ccc(C(O)(CC)C(CN2CCOCC2)c2ccccc2)cc1 (stereo not given)
(11) CN(C)C(=S)Nc1ccc(Cl)cc1
(12) C[C@@H]1CN([C@@H](C)CO)C(=O)CCCn2nncc2CO[C@@H]1CN(C)Cc1ccccc1C(=O)O
(13) CCC(=O)NC(Nc1sc2c(c1C(=O)OC)CCN(C)C2)(C(F)(F)F)C(F)(F)F
(14) O=C(Nc1cccc(Cl)c1)Nc1ccon1
(15) O=C(CSc1nc2ccccc2c(=O)n1-c1cccc(C(F)(F)F)c1)NC1CC1
(16) C[C@H](CO)N1C[C@H](C)[C@H](CN(C)CC2CC2)Oc2c(NS(=O)(=O)c3cn(C)cn3)cccc2C1=O
assay / compound,9,10,11,12,13,14,15,16
PglD inh,4,4,5,2,5,3,-3,-1
ERAP1 inh,0,-7,x,-5,x,2,x,1
PGC1a acetyl inh,-20,-7,7,1,0,-1,1,-2
RAD54 branch,-13,-11,-9,-3,3,7,14,-1
RAD52 inh,2,5,-15,7,x,-1,x,15
Cneo AK release,-10,3,4,2,0,-2,-1,50
miR-122 sensor,1,x,0,4[16.7 µM],-2,2,10,0[16.7 µM]
E-selectin induc,x,x,0.3,0.0,x,x,x,-0.3

(17) FC(F)(F)c1cnc(-c2cnc(-c3ccccn3)nc2)c(Cl)c1
(18) CN(C)c1ccc(/C=N/OC(=O)Nc2ccccc2Cl)cc1
(19) Cc1cc(Nc2cc(C)on2)n2ncnc2n1
(20) CCNC(=O)C(=O)NCC1OCCCN1S(=O)(=O)c1cccs1 (stereo not given)
(21) COc1cc(OC)c2ccc(=O)oc2c1C(CCN1CCCC(C)C1)c1ccc2c(c1)OCO2 (stereo not given)
(22) COc1ccc(C#Cc2cnc3c(c2)C(=O)N([C@@H](C)CO)C[C@H](C)[C@H](CN(C)C(C)=O)O3)cc1
(23) Cn1c(-c2ccc(F)cc2)cnc1NCc1ccc(F)cc1F
(24) CO[C@@H]1CN(C)C(=O)c2cc(NC(C)=O)ccc2OC[C@@H](C)N(C(=O)CN(C)C)C[C@@H]1C
assay / compound,17,18,19,20,21,22,23,24
PglD inh,5,-1,-3,-8,0,3,-8,6
ERAP1 inh,5,-2,-1,x,-5,2,-3,0
PGC1a acetyl inh,8,-11,x,-6,x,5,12,x
RAD54 branch,-3,-12,-8,4,2,-2,6,0
RAD52 inh,-27,-13,3,x,3,6,-15,-6
Cneo AK release,4,0,-2,-5,-1,-1,-2,-3
miR-122 sensor,-5,-6,2,-7,x,2[16.7 µM],4,1[16.7 µM]
E-selectin induc,x,3.9,1.6,0.0,-0.1,-0.5,x,0.2

# Values in list order from the entries so far.
# Compounds 17 to 24 in E-selectin induc read x, 3.9, 1.6, 0.0, -0.1, -0.5, x, 0.2
# Compounds 17 to 24 in RAD52 inh read -27, -13, 3, x, 3, 6, -15, -6

# Part of the list above, reformatted.
# Value order: PglD inh, ERAP1 inh, PGC1a acetyl inh, RAD54 branch, RAD52 inh, Cneo AK release, miR-122 sensor, E-selectin induc
11) CN(C)C(=S)Nc1ccc(Cl)cc1
    5, x, 7, -9, -15, 4, 0, 0.3
12) C[C@@H]1CN([C@@H](C)CO)C(=O)CCCn2nncc2CO[C@@H]1CN(C)Cc1ccccc1C(=O)O
    2, -5, 1, -3, 7, 2, 4[16.7 µM], 0.0
13) CCC(=O)NC(Nc1sc2c(c1C(=O)OC)CCN(C)C2)(C(F)(F)F)C(F)(F)F
    5, x, 0, 3, x, 0, -2, x
14) O=C(Nc1cccc(Cl)c1)Nc1ccon1
    3, 2, -1, 7, -1, -2, 2, x
15) O=C(CSc1nc2ccccc2c(=O)n1-c1cccc(C(F)(F)F)c1)NC1CC1
    -3, x, 1, 14, x, -1, 10, x
16) C[C@H](CO)N1C[C@H](C)[C@H](CN(C)CC2CC2)Oc2c(NS(=O)(=O)c3cn(C)cn3)cccc2C1=O
    -1, 1, -2, -1, 15, 50, 0[16.7 µM], -0.3
17) FC(F)(F)c1cnc(-c2cnc(-c3ccccn3)nc2)c(Cl)c1
    5, 5, 8, -3, -27, 4, -5, x
18) CN(C)c1ccc(/C=N/OC(=O)Nc2ccccc2Cl)cc1
    -1, -2, -11, -12, -13, 0, -6, 3.9
19) Cc1cc(Nc2cc(C)on2)n2ncnc2n1
    -3, -1, x, -8, 3, -2, 2, 1.6
20) CCNC(=O)C(=O)NCC1OCCCN1S(=O)(=O)c1cccs1 (stereo not given)
    -8, x, -6, 4, x, -5, -7, 0.0
21) COc1cc(OC)c2ccc(=O)oc2c1C(CCN1CCCC(C)C1)c1ccc2c(c1)OCO2 (stereo not given)
    0, -5, x, 2, 3, -1, x, -0.1

# Going on with the list:
(25) COc1ccc(CCN(C)C(=O)C2CCCN(C3CCN(Cc4ccccc4)CC3)C2)cc1OC (stereo not given)
(26) Fc1ccc(Nc2nnc(C(F)(F)F)s2)cc1
(27) COc1ccc(Cl)cc1NC(=O)CN(C)CC(=O)Nc1c(C)n(C)n(-c2ccccc2)c1=O
(28) O=C1CSC(=NC(=O)c2ccccc2)N1
(29) S=C(NN=Cc1ccccn1)Nc1ccccn1
(30) CCOC(=O)c1sc2nc(C)c([N+](=O)[O-])c(COC)c2c1N
(31) O=C(CSCc1ccc([N+](=O)[O-])cc1)NCCSCc1ccccc1
(32) O=C(c1ccc([N+](=O)[O-])cc1)n1nc(-c2ccccc2)nc1NCc1ccc(F)cc1
assay / compound,25,26,27,28,29,30,31,32
PglD inh,1,x,-3,-119,-2,x,-1,5
ERAP1 inh,1,1,5,-4,0,0,x,-4
PGC1a acetyl inh,14,6,0,-3,4,0,-7,12
RAD54 branch,-1,x,0,-5,1,-7,4,7
RAD52 inh,-3,-1,-9,-7,-5,-12,x,1
Cneo AK release,1,x,-4,18,-1,-3,-6,-2
miR-122 sensor,8,x,x,0,21,5,-4,9
E-selectin induc,x,4.0,0.4,x,-0.2,0.3,x,x
